High-throughput results (PubChem)
UPR XBP1 act – adaptive UPR (XBP1) activation; CHO-XBP1 luciferase reporter, IRE1-XBP1 UPR activation, luminescence; percent of tunicamycin response, DMSO as zero; activation, % at 20 µM; 330,000 tested, 0.33% active;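 active = versus positive control, 20 µM dose yields 30% or more activation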;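 note: 100% = tunicamycin at 10 µg/mL and 0% = DMSO only wells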
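Assay system: CHO-XBP1 luciferase reporter cells; Schedule: 6 h treatment, 37 °C; Detection: glow luminescence from Steady-Glo reagent; Benchmarks: high control tunicamycin 10 µg/mL final, low control DMSO vehicle only.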
APJ antag – APJ receptor antagonism; P35414; CHO-K1 APJ beta-arrestin complementation, luminescence; inhibition, % at 20 µM; 330,000 tested, 0.32% active;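 active = inhibition above about 40% at 20 µM, limit read from the data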;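 note: cells challenged with 10 nM apelin-13 agonist together with compound; plate controls were apelin-13 plus DMSO wells for no effect and DMSO wells lacking apelin-13 for full effect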
APJ ag – agonists of human APJ apelin receptor | P35414 | CHO-K1 APJ PathHunter beta-arrestin, luminescence; 0% DMSO wells, 100% apelin | activation, % at 20 µM | 330,000 tested, 0.11% active | AID 2520;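 active = activation more than six SD over the plate average, tested at 20 µM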;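 note: 0% = DMSO alone and 100% = apelin-13 at 10 nM; some results filed as inactive read as strong as hits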
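Assay system – PathHunter CHO-K1 APJ (AGTRL-1) beta-arrestin reporter cells · Compound – one dose, 20 µM compound, 1% DMSO · Timing – compound 90 min 25 °C, reagent 1 h · Measured by – luminescence from split beta-galactosidase complementation, Galacton Star/Emerald II substrate · Measure – beta-arrestin recruitment to APJ as agonist activity, luminescent signal · Benchmarks – DMSO vs Apelin-13 10 nM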
Mdm2-MdmX inh – inhibitors of human Mdm2/MdmX interaction | 330,000 tested, 3% active | SaOS-2 split-luciferase Mdm2/MdmX complementation, luminescence | AID 485346 | inhibition, % at 8 µM | O15151+Q00987;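 active = inhibition of at least 50% at 8 µM in the primary screen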
CHOP UPR activ – apoptotic UPR (CHOP) activation | 330,000 tested, 0.34% active | CHO-CHOP luciferase reporter, luminescence; percent of tunicamycin response over DMSO baseline | AID 449763 | activation, % at 10 µM;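 active = at 10 µM dose, activation of 40% or more, normalized to positive control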;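 note: 100% = tunicamycin at 10 µg/mL and 0% = DMSO alone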
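System: CHO CHOP reporter cells. Amount: 500 cells per well. Buffer or medium: F12 medium, 10% FBS. Compound dosing: one dose, 10 µM in 0.5% DMSO. Incubation: 6 h compound exposure at 37 °C after overnight seeding. Technique: Steady-Glo luciferase luminescence. Benchmarks: tunicamycin and DMSO controls.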
EBI2 antag – antagonists of human EBI2 receptor. inhibition, % at 5 µM. EBI2 beta-arrestin recruitment, luminescence, 7a,25-OHC stimulated. P32249. 360,000 tested, 0.81% active. AID 651636; in the data active = inhibition above about 38%;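 note: enzyme fragment complementation signal reports receptor beta-arrestin coupling in cells; 0% = agonist plus DMSO wells and 100% = wells without agonist; some results beyond the cut were filed as inactive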
Target sequence (P32249 whole entry, looked up, the tested form may be a part): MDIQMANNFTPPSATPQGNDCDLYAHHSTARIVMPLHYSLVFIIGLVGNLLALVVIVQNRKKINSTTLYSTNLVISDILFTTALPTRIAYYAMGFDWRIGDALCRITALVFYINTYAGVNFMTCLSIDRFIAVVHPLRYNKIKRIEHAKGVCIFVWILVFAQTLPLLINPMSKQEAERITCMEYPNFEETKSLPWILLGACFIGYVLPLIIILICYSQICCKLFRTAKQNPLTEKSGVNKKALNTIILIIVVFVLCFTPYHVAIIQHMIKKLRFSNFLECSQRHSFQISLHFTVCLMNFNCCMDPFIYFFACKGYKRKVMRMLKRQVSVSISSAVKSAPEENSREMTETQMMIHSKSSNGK
tim23-1 inh – tim23-1 yeast growth inhibition; AID 463212; inhibition, % at 20 µM; 330,000 tested, 1.3% active; S. cerevisiae tim23-1 growth, BacTiter-Glo luminescence, 24 h;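 active = growth inhibition of the mutant yeast at or above 50%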;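 note: temperature-sensitive mutant grown at 25 °C; plate controls were DMSO-treated mutant yeast for no effect and medium wells lacking yeast for full effect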
CXCR6 block – CXCR6 (human) receptor inhibition; inhibition, % at 20 µM; O00574; 360,000 tested, 0.36% active; CHO-K1 PathHunter CXCR6 beta-arrestin, luminescence; in the data active = inhibition above about 34%, passing the limit was not always enough;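 note: antagonist mode with CXCL16 agonist at 10 nM final; 0% = 10 nM CXCL16 with DMSO and 100% = unstimulated wells without agonist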
Target sequence (O00574 whole entry, looked up): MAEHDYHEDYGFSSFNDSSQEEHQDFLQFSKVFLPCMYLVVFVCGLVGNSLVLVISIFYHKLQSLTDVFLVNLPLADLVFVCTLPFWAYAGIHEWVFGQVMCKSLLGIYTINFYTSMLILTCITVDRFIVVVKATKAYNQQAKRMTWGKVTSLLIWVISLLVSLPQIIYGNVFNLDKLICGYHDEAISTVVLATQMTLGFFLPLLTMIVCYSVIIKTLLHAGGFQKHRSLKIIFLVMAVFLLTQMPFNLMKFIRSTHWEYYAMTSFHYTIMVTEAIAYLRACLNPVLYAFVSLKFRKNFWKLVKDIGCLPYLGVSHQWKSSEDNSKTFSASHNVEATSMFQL
CCR6 antagonist – blocks CCL20-driven beta-arrestin recruitment at human CCR6. inhibition, % at 20 µM. P51684. CHO-K1 CCR6 PathHunter beta-arrestin, luminescence, CCL20-stimulated. 340,000 tested, 0.49% active;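 active = compounds whose inhibition of the agonist-driven luminescence signal at 20 µM reaches about 50%, limit read from the data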;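 note: cells stimulated with CCL20 at 14 nM final; plate controls were DMSO with CCL20 for no effect and DMSO without agonist for full effect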
Target sequence (P51684 whole entry, looked up): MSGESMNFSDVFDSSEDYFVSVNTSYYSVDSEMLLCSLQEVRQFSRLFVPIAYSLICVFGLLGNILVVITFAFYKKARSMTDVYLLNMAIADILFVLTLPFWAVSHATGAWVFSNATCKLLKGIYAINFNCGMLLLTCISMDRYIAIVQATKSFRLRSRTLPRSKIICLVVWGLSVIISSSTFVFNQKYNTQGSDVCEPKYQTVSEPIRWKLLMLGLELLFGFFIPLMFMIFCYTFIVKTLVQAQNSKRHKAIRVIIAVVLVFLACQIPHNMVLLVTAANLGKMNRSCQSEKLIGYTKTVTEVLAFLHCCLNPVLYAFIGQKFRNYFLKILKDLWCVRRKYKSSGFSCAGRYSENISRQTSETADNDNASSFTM
An asterisk follows results filed as active.

item	Compound	UPR XBP1 act	APJ antag	APJ ag	Mdm2-MdmX inh	CHOP UPR activ	EBI2 antag	tim23-1 inh	CXCR6 block	CCR6 antagonist
1	CCC1=C(c2cc(OC)c(OC)c(OC)c2)C2(CCCC2)C(=O)O1	-2	7	-7	-3	-1.7	9	9	4	4
2	COc1ccc(OC)c(/C=N\NC(=O)c2ccc(COc3ccc(C)cc3[N+](=O)[O-])o2)c1	-2	10	5	11	2.1	13	12	6	12
3	Cc1ccccc1Oc1cc(NC(=O)Cn2cnc([N+](=O)[O-])c2)cc([N+](=O)[O-])c1	5	2	-1	37	-0.3	0	-2	1	16
4	O=C(Nc1cccc2c1CCCC2)c1ccc(Br)o1	-2	14	-3	11	-3.0	14	24	7	4
5	O=C(Nc1ccc(Cl)c(Cl)c1)c1cccnc1	5	6	2	-31	4.0	2	19	-1	12
6	Cc1cc(C)c2cc(C)c3nnc(SCC(=O)NCc4ccc5c(c4)OCO5)n3c2c1	3	24	-7	22	-1.0	2	30	8	28
7	CCOc1cc(C(=O)NC(C)C2CC3CCC2C3)cc(OCC)c1OCC (stereo unspecified)	-4	-3	1	22	-3.6	8	16	-1	0
8	COc1ccc(C(=O)O)cc1S(=O)(=O)N1CCN(Cc2ccc3c(c2)OCO3)CC1	-3	11	-5	-12	1.1	0	9	-2	2
9	Cc1[nH]nc2c1C(c1cnn(C)c1)C(C#N)=C(N)O2 (stereo unspecified)	-3	-1	-1	-15	-2.0	2	16	-3	-13
10	COC(=O)[C@H](CCSC)NC(=O)Nc1cccc(Br)c1	-5	5	-3	20	1.0	-2	16	5	8
11	COn1c(SC2CCCCC2)nc2ccccc2c1=O	1	-27	-7	21	1.6	-22	-4	-4	4
12	O=C(OCC(=O)N1CCC(Cc2ccccc2)CC1)c1ccccc1F	0	-43	1	-11	4.0	-3	32	3	14
13	COc1ccc(S(=O)(=O)N2CCOCC2)cc1NC(=O)c1ccc(OC(F)F)cc1	-1	-56	2	10	1.2	-1	5	-8	5
14	Cc1ccc(N2C(=O)C3CCCN3C2=S)cc1 (stereo unspecified)	1	-1	0	-33	-1.7	-3	4	-3	5
15	CC(OCC(O)CNCC1COc2ccccc2O1)c1ccc(Cl)cc1 (stereo unspecified)	-2	-9	5	11	-1.3	-1	-3	-7	15
16	CCN1CCN(c2cc(C)c3cc(NC(=S)N4CCCC(C)C4)ccc3n2)CC1 (stereo unspecified)	-3	-12	0	38	-3.2	4	15	5	26
17	CCOC(=O)c1c(C)n(CCNC(C)=O)c2ccc(OC)cc12	-2	14	-4	-5	1.1	4	19	4	7
18	COc1ccc(-c2ccc(NS(=O)(=O)c3cccc([N+](=O)[O-])c3)cc2)nn1	-2	-5	3	27	3.0	2	-10	-6	1
19	Nc1ccc(SCC(=O)Nc2cccc([N+](=O)[O-])c2)cc1	0	2	-2	-16	6.7	9	-8	-1	8
20	CC1=C(C(=O)Nc2ccccc2C)C(c2ccc(C)o2)C2=C(CCCC2=O)N1 (stereo unspecified)	0	12	-2	-6	0.7	-2	5	-3	-1
21	CCOC(=O)Cn1nnc(-c2ccc([N+](=O)[O-])cc2)n1	0	1	-1	-14	2.5	-3	17	-10	-11
22	O=C(Nc1nccs1)C1(c2ccc(Cl)cc2)CC1	2	8	-4	2	-1.4	-4	9	1	14
23	CC1CCCN(c2c([N+](=O)[O-])cc(C(=O)O)cc2[N+](=O)[O-])C1 (stereo unspecified)	-2	18	-4	12	0.1	8	3	6	9
24	CN(C1CCCCC1)S(=O)(=O)c1ccc(S(=O)(=O)N(CC(=O)Nc2ccccc2)C2CC2)cc1	1	-2	0	11	1.4	-6	3	4	19
25	O=C(NCc1ccccn1)C1CC(c2ccccc2O)=NO1 (stereo unspecified)	-2	1	-1	-13	-0.4	-11	-5	-2	12
26	Cc1ccc(SCCOCCN2CC(C)OC(C)C2)cc1 (stereo unspecified)	-3	4	-1	0	-1.2	6	-15	3	0
27	COc1ccc([N+](=O)[O-])cc1NC(=O)Cc1noc2ccccc12	0	3	-4	-28	0.3	-5	-7	3	7
28	Cc1onc(-c2ccccc2)c1C(=O)Nc1nc(-c2cc(F)ccc2F)cs1	6	12	-2	12	3.2	20	-11	-5	10
29	COC(=O)c1ccc2c(c1)nc(C)n2CCO	-1	-8	-1	4	1.5	-14	2	-11	10
30	COc1cccc(/C=C/C(=O)Nc2ccc(OC)nc2)c1	2	-28	-1	-10	6.3	24	-13	-1	-1

Structural class: those above containing bromine (2)
item	Compound	UPR XBP1 act	APJ antag	APJ ag	Mdm2-MdmX inh	CHOP UPR activ	EBI2 antag	tim23-1 inh	CXCR6 block	CCR6 antagonist
4	O=C(Nc1cccc2c1CCCC2)c1ccc(Br)o1	-2	14	-3	11	-3.0	14	24	7	4
10	COC(=O)[C@H](CCSC)NC(=O)Nc1cccc(Br)c1	-5	5	-3	20	1.0	-2	16	5	8

(list continues)
item	Compound	UPR XBP1 act	APJ antag	APJ ag	Mdm2-MdmX inh	CHOP UPR activ	EBI2 antag	tim23-1 inh	CXCR6 block	CCR6 antagonist
31	COc1ccc(CN(C)C(=O)CNC(=O)c2ccc3ccccc3c2)c(OC)c1	1	4	-2	3	1.0	7	15	1	1
32	CC(C)c1ccc(/C=N/n2cnnc2)cc1	-2	-33	3	7	1.0	-3	12	-3	-12
33	C=C(C)C1CC=C(C)/C(=N\NC(=O)CCc2ccccc2)C1 (stereo unspecified)	-5	-6	-4	-2	0.7	-6	20	-8	-3
34	CC1(/[N+]([O-])=C\c2ccccc2F)CCCCC1=O (stereo unspecified)	-4	-5	1	23	-1.4	-8	5	1	7
35	O=c1nc(SCc2c(F)cccc2Cl)nc(-c2ccc(Cl)cc2)[nH]1	0	9	-6	21	-1.4	3	-1	3	-5
36	O=C(Nc1ccc(Cl)cc1)N[C@@H]1c2c(ccc3ccccc23)OC[C@@H]1CO	-1	3	-1	7	-0.6	8	-10	-6	-10
37	CCOC(=O)C(O)(NC(=O)c1cccnc1)C(F)(F)F (stereo unspecified)	1	-13	0	-24	0.0	-2	-19	-4	32
38	CCn1c(COc2ccc(C)cc2)nnc1SCC(=O)NNC(=O)c1ccc(OC)cc1	-1	-5	-2	-4	-0.2	11	3	0	5
39	CCCSc1ncnc2c1oc1ccccc12	4	-16	-4	2	3.8	5	10	3	10
40	O=[N+]([O-])c1ccc(CS(=O)(=O)c2ncn[nH]2)cc1	1	-20	-3	2	-0.2	-2	6	-3	-1
41	COc1ccc(NC(=O)NCc2ccccc2F)cc1OC	-3	-28	-1	6	-2.4	4	0	-1	-3
42	CC(Oc1ccc(Br)cc1)C(=O)NC1CCN(Cc2ccccc2)CC1 (stereo unspecified)	-4	6	-4	30	-0.5	11	-16	-6	11
43	COc1ccc(C(=O)OCC(=O)c2ccc3c(c2)NC(=O)CO3)cc1[N+](=O)[O-]	7	-3	-3	35	1.4	-2	13	-7	-4
44	COc1ccc(CN(C)C(=O)c2ccc(NS(=O)(=O)c3ccc(C)c([N+](=O)[O-])c3)cc2)c(OC)c1OC	-1	17	10	10	-1.3	-19	4	-10	14
45	CN(C)S(=O)(=O)c1ccc(F)c(C(=O)Nc2ccccc2C(=O)NC2CC2)c1	-2	6	-2	15	-1.7	-4	-5	4	12
46	O=C1N(c2cccc(Cl)c2)C(c2ccc(Cl)cc2)N2CCCN12 (stereo unspecified)	-3	6	-4	-6	0.3	-3	37	10	14
47	COc1ccccc1S(=O)(=O)Cc1ccc(C(=O)NCc2cccnc2)o1	1	-55	-2	9	-2.1	-7	-8	4	11
48	COc1ccc(C(=O)NCc2ccc3c(c2)OCO3)cc1	-2	3	-1	7	1.8	-1	10	6	1
49	O=C1COc2ccc(C(=O)COC(=O)c3ccccc3Cl)cc2N1	-2	-5	0	34	4.2	-5	13	0	11
50	CN(CCO)S(=O)(=O)c1ccc2c(c1)C(=O)c1cc(S(=O)(=O)N(C)CCO)ccc1-2	-2	-11	4	-22	-0.9	-4	21	-25	-13
51	Cc1ccccc1NS(=O)(=O)c1ccc(C(=O)NCC(C)(C)N2CCOCC2)cc1	-1	3	5	5	1.1	-8	-13	3	9
52	Cc1ccc(S(=O)(=O)N(C)CC(=O)Nc2cc(C)ccn2)cc1	1	-39	-5	2	3.7	-10	-5	-6	11
53	COC(=O)Nc1nc2c(C)cccc2s1	1	0	-1	1	0.1	-13	15	4	-2
54	CC(NC(=S)N1CCN(c2ccccc2)CC1)c1ccccc1 (stereo unspecified)	1	18	-3	6	-0.8	7	1	-10	9
55	Cc1nn(C)c(C(=O)N2CCOCC2)c1Cl	-1	4	-2	10	2.1	-9	-3	15	-4
56	Cc1ccc(C(=O)NCCCNC(=O)c2ccccc2C)cn1	-1	-6	1	16	0.4	11	6	0	8
57	CC(C)C[C@H](NC(=O)C1CC(=O)N(c2ccc3c(c2)OCO3)C1)C(=O)NC1CCCCC1 (stereo partly specified)	-2	11	-4	6	1.3	-4	-4	12	2
58	CCOc1cc(C(=O)Nc2ccc3c(c2)OCO3)ccc1OC(F)F	1	10	2	0	5.8	-7	-22	-4	-3
59	O=C1Cc2ccccc2C(c2c(Cl)cccc2Cl)N1 (stereo unspecified)	-3	14	-1	23	2.3	-2	9	5	9
60	Cn1nnnc1SCC(=O)N1CCN(C(c2ccccc2)c2ccccc2)CC1	-2	10	-1	14	-2.1	36	-12	3	-8
61	Cc1c(C(=O)N(C)C)sc(NC(=O)c2cc([N+](=O)[O-])cc([N+](=O)[O-])c2)c1C#N	-2	4	1	-17	2.6	10	7	27	23
62	CC(CCc1ccccc1)NC(=O)COC(=O)c1ccc(NC(=O)CC#N)cc1 (stereo unspecified)	-4	4	-4	11	0.5	-5	7	-3	18
63	CC1=C(C(=O)OCc2ccc3c(c2)OCO3)C(c2ccc(Cl)cc2)NC(=O)N1 (stereo unspecified)	1	-2	3	84*	-2.3	9	23	5	0
64	C=CCNC(=S)N/N=C/c1ccc(-c2ccc(Br)cc2)o1	3	7	-4	2	-0.3	19	23	7	-22
65	CCN(C(=O)CN1CCc2ccccc21)c1c(N)n(Cc2ccccc2)c(=O)[nH]c1=O	4	-4	-2	25	0.3	10	-7	-1	10
66	c1ccc(Nc2ccc(-n3ccnc3)nn2)cc1	2	10	0	7	-0.2	-4	-12	5	10
67	c1ccc(OCc2nn3c(-c4ccco4)nnc3s2)cc1	1	14	-5	-25	2.1	-13	8	2	5
68	Cc1ccc(NS(=O)(=O)c2ccc(C(=O)NCCN3CCOCC3)cc2)cc1	-2	21	2	4	1.1	-3	11	-6	5
69	Cc1ccc(CS(=O)Cc2ccc(C(=O)NCCc3ccccc3)o2)cc1 (stereo unspecified)	-8	19	2	-12	2.2	42	-2	11	12
70	CC(=O)OCCCCCCCCCCC[N+]1(C)CCCCC1	-2	18	-4	7	-0.9	0	2	-5	12

A portion of the library (hit frequency here may not be typical).
